PI4K2A inh: blocks human PI4K2A kinase activity; AID 1346378; hit rate 0.13% among 420,000; Q9BTU6; purified PI4K2A, ADP-Glo luminescence, 1 h; hits give low values; activity change, negative = inhibition, % at 76.9 µM; in the data active = activity change below about -50%; inconclusive = mostly about -30% to -49%;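 also: -100% = wells without enzyme as full effect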
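In this quantitative HTS, ADP production by PI4K2A was quantified luminescently after 1 h at ambient temperature; 100 microM adenosine served as plate-quality control.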
12-LOX inh: ALOX12 (human) lipoxygenase inhibition; purified 12hLO, xylenol orange hydroperoxide absorbance; Potency, µM (titrated, usually from 108 µM), inactives show at the highest dose activity change, negative = inhibition, most hits filed as inhibitors; hit rate 1.1% among 580,000; AID 1671190; also: potency is read from the fitted curve at half-maximal effect; % is scaled to controls: 0 for no effect and ±100 for the full control effect
Target sequence (P18054 whole entry, looked up): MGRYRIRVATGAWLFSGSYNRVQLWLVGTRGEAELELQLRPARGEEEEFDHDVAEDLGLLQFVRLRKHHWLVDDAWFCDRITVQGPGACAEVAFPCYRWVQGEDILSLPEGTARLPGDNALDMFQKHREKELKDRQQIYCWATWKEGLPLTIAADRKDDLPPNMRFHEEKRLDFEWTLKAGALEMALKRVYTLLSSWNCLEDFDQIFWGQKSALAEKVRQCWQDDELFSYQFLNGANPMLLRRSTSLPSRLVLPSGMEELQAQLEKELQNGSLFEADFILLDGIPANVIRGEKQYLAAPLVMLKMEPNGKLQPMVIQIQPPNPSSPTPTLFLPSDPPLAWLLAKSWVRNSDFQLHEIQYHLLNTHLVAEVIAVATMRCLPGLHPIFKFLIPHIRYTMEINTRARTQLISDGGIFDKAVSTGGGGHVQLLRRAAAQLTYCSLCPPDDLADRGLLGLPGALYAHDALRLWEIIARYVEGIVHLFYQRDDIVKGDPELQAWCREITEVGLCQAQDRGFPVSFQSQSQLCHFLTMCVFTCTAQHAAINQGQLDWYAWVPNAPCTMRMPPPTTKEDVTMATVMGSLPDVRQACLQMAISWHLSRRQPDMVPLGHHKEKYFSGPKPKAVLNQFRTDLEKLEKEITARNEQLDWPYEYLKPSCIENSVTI
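Hydroperoxide product was detected by ferrous iron/xylenol orange as the 573 to 405 nm absorbance ratio. Arachidonic acid at 40 uM (final) was turned over for 30 min at room temperature by 150 nM human 12hLO, pH 7.0 Hepes buffer, after 15 min compound preincubation.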
G9a inh: blocks human histone lysine methyltransferase G9a; Q96KQ7; G9a H3K9 monomethylation, AlphaScreen, 2 h; Potency, µM (top dose mostly 102 µM), inactives show at the highest dose activity, negative = inhibition, hits mostly inhibitors; hit rate 8.8% among 350,000; also: potency is read from the fitted curve at half-maximal effect; % is scaled to controls: 0 for no effect and ±100 for the full control effect; nearly all actives have a fitted effect of over 75% in size
Target sequence (Q96KQ7 913-1193 limits assumed): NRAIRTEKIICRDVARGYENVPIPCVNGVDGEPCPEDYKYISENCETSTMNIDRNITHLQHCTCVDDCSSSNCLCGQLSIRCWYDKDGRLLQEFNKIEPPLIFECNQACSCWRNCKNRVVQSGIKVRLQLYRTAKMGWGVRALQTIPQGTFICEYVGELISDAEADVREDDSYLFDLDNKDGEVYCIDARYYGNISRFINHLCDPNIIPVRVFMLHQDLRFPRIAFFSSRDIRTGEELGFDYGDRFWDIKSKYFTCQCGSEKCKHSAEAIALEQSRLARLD
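AlphaScreen read-out: biotin-H3K9 peptide (500 nM) methylation by 20 nM enzyme with 20 uM SAM, 2 h at room temperature after 15 min compound preincubation; anti-monomethyl H3K9 antibody plus donor/acceptor beads, 10 min dark.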
BAZ2B inh: inhibitors of human BAZ2B bromodomain; hit rate 4.4% among 360,000; Potency, µM (doses to about 114 µM), without a hit: at the top dose activity change, negative = inhibition, hits mostly inhibitors; AID 504333; AlphaScreen BAZ2B-H3K14Ac peptide displacement; also: potency is read from the fitted curve at half-maximal effect; % is scaled to controls: 0 for no effect and ±100 for the full control effect; nearly all actives have a fitted effect of over 60% in size
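Multi-concentration screen (max 110 uM) measuring displacement of acetylated histone H3 peptide from BAZ2B by AlphaScreen, using 50 nM protein, 50 nM peptide and 10 ug/mL streptavidin donor plus Ni-chelate acceptor beads.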
RGS4 inhibitor: blocks human RGS4-accelerated GTP hydrolysis | Transcreener GDP fluorescence polarization, RGS4-accelerated GTP hydrolysis | Potency, µM (doses to about 114 µM), without a hit: top-dose activity change, negative = inhibition, most hits filed as inhibitors | hit rate 0.039% among 390,000; also: potency is read from the fitted curve at half-maximal effect; % is scaled to controls: 0 for no effect and ±100 for the full control effect; nearly all actives have a fitted effect of over 75% in size; some results filed as inactive show a strong effect at the top dose
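MLSMR compounds (23 nl, pin-transferred) preincubated 10 min at room temperature with a 500nM (2x) first reagent, then RGS4 at 900nM (2x) plus Transcreener GDP mix added; fluorescence polarization (620/688 nm) read before and after 90 min at 30 °C.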
HP1b chromo inh: blocks HP1-beta chromodomain binding to methylated histone tails | AlphaScreen HP1-beta / biotin-H3K9me3 peptide binding | Potency, µM (titrated, usually from 114 µM), for the others: at the highest dose activity change, negative = inhibition, usual class: inhibitors | P83916 | hit rate 0.56% among 390,000; also: potency is read from the fitted curve at half-maximal effect; nearly all actives have a fitted effect of over 70% in size; inactives centre near 23
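HP1-beta protein (50 nM final) preincubated 30 min at room temperature with biotinylated H3(1-18)K9me3 peptide (50 nM) in PBS pH 7.4, 0.01% Tween-20, then compound added for 30 min. AlphaScreen streptavidin donor/nickel chelate acceptor beads (10 ug/mL final), 30 min dark, luminescence read.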
ERG Ets-DNA blk: blocks human ERG Ets domain binding to DNA; P11308; fluorescence polarization, His-ERG Ets domain / labelled DNA; Potency, µM (series often up to 76.9 µM), for inactives: top-dose FP activity, negative = inhibition, hits mostly inhibitors; hit rate 0.028% among 370,000; active = well fitted inhibition curve with a large enough effect in the polarisation, with a control signal flat; inconclusive = small, poorly fitted or top-dose-only effect, or effect the other way, or a change in a side signal; inactive = no such curve, though single readings can be large or run the other way; the % refers to the polarisation;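 also: polarization taken with two DNA probes labelled with fluorescein and Texas red; potency is read from the fitted curve at half-maximal effect; % of control where 0% means no effect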
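His-tagged ERG Ets domain (1 uM in the protein solution; 300mM KCl, 50mM Tris-HCl, 1mM EDTA, 1mM DTT, pH 7.5) received compound, then a probe mix of 5 nM fluorescein-DNA and 100nM Texas-615-DNA. Fluorescence polarization was read for both dyes.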
GLS inh: inhibitors of human glutaminase (GLS). hit rate 0.21% among 410,000. GLS enzymatic activity, qHTS titration. Potency, µM (titrated, usually from 45.5 µM), without a hit: at the highest dose activity change, negative = inhibition, actives largely listed as inhibitors. AID 624170; also: potency is read from the fitted curve at half-maximal effect; % is scaled to controls: 0 for no effect and ±100 for the full control effect
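Coupled fluorescence readout: glutamate oxidase/HRP/Amplex Red detect glutamate formed by hKGA from L-glutamine (1 mM solution added). Buffer 45 mM KH2PO4 pH 8.2, 0.02% Tween-20; reads at t0 and 30 min RT.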
JMJD2A Tudor: blocks the human JMJD2A Tudor domain; hit rate 4.4% among 390,000; AlphaScreen JMJD2A-Tudor / H3K4me3 peptide binding; Potency, µM (top dose mostly 114 µM), for inactives: top-dose activity change, negative = inhibition, hits mostly inhibitors; O75164; also: potency is read from the fitted curve at half-maximal effect; % is scaled to controls: 0 for no effect and ±100 for the full control effect; nearly all actives have a fitted effect of over 50% in size
Active calls of the source: *; u = inconclusive; x = not tested or not shown; [ ] = another dose, or the depositor's remark. Unless noted, calls follow the shape of the dose curve; as a rule, active = well fitted curve in the direction sought with a large enough effect; inconclusive = small, poorly fitted or top-dose-only effect, or another doubt; inactive = no such curve, though single readings can be large; an effect the other way counts as inactive or inconclusive. These rows are one share of the data; the hit share may differ from the screen's.

Screens in order: PI4K2A inh	12-LOX inh	G9a inh	BAZ2B inh	RGS4 inhibitor	HP1b chromo inh	ERG Ets-DNA blk	GLS inh	JMJD2A Tudor
#1 O=C(CN1C(=O)C2(SCC(=O)N2c2cccc(F)c2)c2ccccc21)NCCc1ccccc1 (stereo unspecified)
→ 1	1%	7%[59 µM]	-7%[57.1 µM]	-31%	27%	11%	2%	-3%
#2 Cc1ccccc1C(=O)Nc1cccc(NC(=O)c2cccnc2)c1
→ 2	-4%	9%	-15%	-10%	31%	-1%	7%	1%
#3 O=C(NCC(=O)N1CC=C(c2ccccc2)CC1)c1ccc(F)cc1
→ -4	-12%	x	x	4%	32%	6%	-1%	-10%
#4 CCC(CC)c1nnc(NC(=O)C2CC(=O)N(CCc3ccc(OC)c(OC)c3)C2)s1 (stereo unspecified)
→ 4	-4%	-5%	9%	5%	12%	-2%	0%	-12%
#5 COc1ccc2c(c1)CC=C1C2CCC2(C)C(=O)C(=NO)CC12 (stereo unspecified)
→ -3	u	x	x	3%	9%	13%	-7%	-27%
#6 CN(C)S(=O)(=O)c1cccc(C(=O)NCCc2ccccc2)c1
→ 4	108%[activator]	16%[59 µM]	26%	5%	22%	0%	7%	-6%
#7 COc1ccc(/C=N/Nc2ncccc2[N+](=O)[O-])c(OC)c1
→ u	-16%	28µM*	40µM*	12%	u	-12%	5%	50µM*
#8 COc1ccc(OC)c(NC(=O)C(C)Oc2ccc(Br)cc2)c1 (stereo unspecified)
→ 2	-11%	24%[59 µM]	2%	-16%	38%[activator]	4%	-10%	6%
#9 Cc1csc(N2CCCC2c2nc3cc(Cl)c(N4CCCCC4)cc3n2CCCO)n1 (stereo unspecified)
→ 0	3%	x	x	29%	5%	-6%	23%	u
#10 CCn1c(NC(=S)Nc2ccccc2)nc2ccccc21
→ 11	u	-9%[59 µM]	5.6µM*	-4%	-14%	-7%	1%	u
#11 COc1ccccc1Cn1c(CNS(=O)(=O)c2ccc3c(c2)CCCC3)nc2cccnc21
→ -1	-26%	11%[59 µM]	-9%	-17%	10%[57 µM]	1%	-2%	-24%
#12 Cn1c(=O)c2c(nc(CN3CCC(C(N)=O)CC3)n2Cc2ccccc2Cl)n(C)c1=O
→ 2	-8%	-10%[59 µM]	0%	7%	28%	-2%	-6%	-11%
#13 Nc1c(C(=O)CSc2nnnn2-c2ccccc2)c(=O)[nH]c(=O)n1C1CC1
→ 2	-1%	x	x	-9%	8%[57 µM]	-7%	1%	-5%
#14 Cc1cccc(C(=O)NC(=S)NNC(=O)Cc2ccccc2)c1
→ 0	45µM*	7.1µM*	2%	-50%	1%[57 µM]	-3%	23%	-30%
#15 COC(CN(C(=O)CCl)C(C(=O)NC1CCCCC1)c1ccccc1C)OC (stereo unspecified)
→ 18	u	22%[59 µM]	-4%	-3%	36%	-11%	-7%	-1%
#16 Cc1ccc2cc(CN(CC3CCCO3)C(=O)Nc3ccccc3F)c3nnnn3c2c1 (stereo unspecified)
→ 6	-4%	-11%[12.7 µM]	-2%	10%	37%[activator]	3%	6%	5%
#17 Cc1ccc(Cl)cc1N1CCN(C(=O)COc2cc(=O)n(C)c3ccccc23)CC1
→ -4	u	-33%[59 µM]	u	8%	23%	-2%	-4%	-18%
#18 CN(C(=O)CN(C)S(=O)(=O)c1ccc(F)cc1)c1c(N)n(Cc2ccccc2)c(=O)[nH]c1=O
→ 4	-21%	-6%	-7%	-1%	16%	-6%	1%	1%
#19 CCCn1c(=O)c2ccccc2n2c(SCc3nc4ccccc4s3)nnc12
→ -6	-13%	25%[59 µM]	13%	-5%	25%	x	4%	-13%
#20 COc1ccccc1CNc1nc(C)c(C(=O)N(C)C)s1
→ 2	u	14µM*	-22%	u	u	-1%	1%	-6%

Among those listed so far, four have a Cl atom:
Screens in order: PI4K2A inh	12-LOX inh	G9a inh	BAZ2B inh	RGS4 inhibitor	HP1b chromo inh	ERG Ets-DNA blk	GLS inh	JMJD2A Tudor
#9 Cc1csc(N2CCCC2c2nc3cc(Cl)c(N4CCCCC4)cc3n2CCCO)n1 (stereo unspecified)
→ 0	3%	x	x	29%	5%	-6%	23%	u
#12 Cn1c(=O)c2c(nc(CN3CCC(C(N)=O)CC3)n2Cc2ccccc2Cl)n(C)c1=O
→ 2	-8%	-10%[59 µM]	0%	7%	28%	-2%	-6%	-11%
#15 COC(CN(C(=O)CCl)C(C(=O)NC1CCCCC1)c1ccccc1C)OC (stereo unspecified)
→ 18	u	22%[59 µM]	-4%	-3%	36%	-11%	-7%	-1%
#17 Cc1ccc(Cl)cc1N1CCN(C(=O)COc2cc(=O)n(C)c3ccccc23)CC1
→ -4	u	-33%[59 µM]	u	8%	23%	-2%	-4%	-18%

(listing goes on)
Screens in order: PI4K2A inh	12-LOX inh	G9a inh	BAZ2B inh	RGS4 inhibitor	HP1b chromo inh	ERG Ets-DNA blk	GLS inh	JMJD2A Tudor
#21 Cc1ccccc1NS(=O)(=O)c1cc(OCC(N)=O)c(C)cc1Cl
→ 5	-6%	12%	3%	-1%	40%[activator]	-2%	-5%	2%
#22 CC(=O)N1CCN(C(=O)c2ccc(S(=O)(=O)Nc3ccccc3F)cc2)CC1
→ -5	-3%	16%[59 µM]	-5%	26%	13%	-4%	0%	-17%
#23 CC(Sc1ccc(S(=O)(=O)N2CCOCC2)cc1[N+](=O)[O-])C(=O)O (stereo unspecified)
→ -12	u	u	2%	-22%	29%	4%	-1%	-26%
#24 Cn1c(C(=O)NCc2cccc(F)c2)cc2cc(S(=O)(=O)N3CCCCC3)ccc21
→ -2	-19%	11%[59 µM]	-11%	12%	24%[57 µM]	1%	7%	-20%
#25 CCc1ccc(CNc2ccc(N3CCN(C(C)=O)CC3)cc2)cc1
→ -6	32µM*	u	40µM*	u	-48%	5%	87%[activator]	u
#26 Cc1cc(C)c(C)c(S(=O)(=O)NCC(=O)Nc2ccccc2F)c1C
→ 6	-8%	u	-17%	-10%	32%	-1%	7%	-19%
#27 CCc1cccc(CC)c1-n1c(SCC(=O)N2CCc3ccccc32)nc(O)cc1=O
→ 3	-22%	x	x	-5%	-12%	-1%	4%	-22%
#28 COc1ccc(N2C(=O)N3[C@H](c4cccc(C)c4)[C@@H]4C(=O)N(Cc5ccccc5)C(=O)[C@@H]4[C@]3(Cc3ccccc3)C2=O)cc1
→ 0	-8%	-30%	u	-7%	16%	4%	5%	-18%
#29 O=C(N/N=C/c1sc(N2CCCCC2)nc1-c1cccs1)c1cccnc1
→ 5	1%	u	u	-8%	17%	22%	3%	u
#30 CC(NC(=O)NC1CCCCC1)C(c1cccs1)N1CCN(c2ccccc2)CC1 (stereo unspecified)
→ -1	8%	-13%[59 µM]	-10%	14%	5%	-1%	18%	-29%

Values by screen from above.
Entries 14–18 in JMJD2A Tudor read -30%, -1%, 5%, -18%, 1%

Next compounds:
| cpd | Molecule | PI4K2A inh | 12-LOX inh | G9a inh | BAZ2B inh | RGS4 inhibitor | HP1b chromo inh | ERG Ets-DNA blk | GLS inh | JMJD2A Tudor |
| --- | --- | --- | --- | --- | --- | --- | --- | --- | --- | --- |
| 31 | O=C(O)c1ccc(Cl)c(S(=O)(=O)N(Cc2ccccc2)c2ccccc2)c1 | -1 | -8% | u | 1% | 11% | -20% | 4% | 14% | -12% |
| 32 | Cc1ccc(Nc2ccc(N3CCN(C(=O)c4cccc([N+](=O)[O-])c4)CC3)nn2)cc1 | 2 | 10% | -5%[59 µM] | -34% | -4% | 8% | 0% | 1% | -29% |
| 33 | O=C1CCC(=O)N1OCCOc1ccc(Cl)c2ccccc12 | 4 | 0% | 8% | 3% | -15% | 34% | 4% | 0% | -8% |
| 34 | CCN(C(=O)CN1CCOCC1)C1(C)C(=O)c2ccccc2C1=O | -10 | -11% | -11%[59 µM] | -32% | 3% | 47%[activator] | 6% | 0% | 3% |
| 35 | Cc1ccc(C(=O)NNC(=O)c2ccc(S(=O)(=O)N(C)c3ccccc3)cc2)cc1 | -2 | -16% | -42% | 6% | -27% | 20% | 5% | 5% | -6% |
| 36 | CCN1CCN(C(=O)C2CCN(S(=O)(=O)c3ccc(Br)cc3)CC2)CC1 | -1 | 7% | 9% | -10% | 24% | 19% | 5% | 3% | -12% |
| 37 | COc1cccc(-n2c(N)cc(=O)nc2SCC(=O)Nc2cc(C)on2)c1 | 0 | 19% | 40%[activator] | -5% | -9% | 50%[activator] | 8% | 8% | -3% |
| 38 | CC1CCCCC1NC(=O)CCCN1C(=O)c2ccccc2C1=O (stereo unspecified) | 0 | 0% | x | x | -13% | 30% | 5% | -19% | -3% |
| 39 | COc1ccc(C(C)=O)cc1COC(=O)CNC(=O)C1CCCCC1 | 4 | -1% | x | x | -7% | 19%[57 µM] | 0% | -11% | -8% |
| 40 | CC(NC(=O)/C(C#N)=C/c1ccc(Cl)c([N+](=O)[O-])c1)c1ccccc1 (stereo unspecified) | 33 | u | u | u | u | -8% | 0% | -3% | u |
| 41 | CCC(=O)Nc1nc2c(OC)ccc(C)c2s1 | -4 | 14% | -17%[59 µM] | 1% | 1% | 15% | 5% | -2% | -14% |
| 42 | Cc1ccc(NC(=O)C2CCN(S(=O)(=O)c3ccc4c(c3)CCCN4C(=O)C3CCC3)CC2)cc1 | -3 | 0% | 13%[59 µM] | -1% | -11% | 15%[57 µM] | 1% | 1% | -15% |

Screening results as filed in PubChem.
